Tb PFK inh: qHTS Assay to Find Inhibitors of T. brucei phosphofructokinase | Potency, µM (series often up to 57.5 µM), inactives show at the highest dose activity, negative = inhibition, usual class: inhibitors | ATP-dependent 6-phosphofructokinase (Trypanosoma brucei brucei), O15648 | T. brucei PFK, ADP-Glo luminescence | actives 0.17% (n = 330,000) | AID 485367, 2010;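 note: potency is the fitted concentration of half-maximal effect; 0% = uninhibited 1x PFK enzyme wells and -100% = no-enzyme wells; nearly all actives have a fitted effect of over 60% in size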
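ADP-Glo luminescence quantified ADP after 45 min at room temperature, with 1.25 nM T. brucei PFK, 0.1 mM ATP and 0.5 mM fructose-6-phosphate in pH 8.0 TEA buffer. qHTS titrations up to 57 µM; curves classified by quality.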
ELG1 DNA repair: qHTS screen for small molecules that inhibit ELG1-dependent DNA repair in human embryonic kidney (HEK293T) cells expressing luciferase-tagged ELG1; HEK293T ELG1-luciferase reporter, luminescence, 16 h; DNA damage induced by 5-fluorouridine; Potency, µM (doses to about 46.1 µM), inactives show at the highest dose activity change, negative = inhibition, most hits filed as inhibitors; actives 2.3% (n = 330,000); AID 504467, 2011; note: potency is the fitted concentration of half-maximal effect; % is set by controls: 0 for no effect and ±100 for the full control effect; nearly all actives have a fitted effect of over 55% in size
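Cells (2,000 per well) received 5-fluorouridine plus test compound or DMSO and were incubated 16 hr at 37 °C, 5% CO2. Luciferase activity was read by luminescence 30 min after ONE-Glo addition; signal suppression marked inhibition of damage-induced ELG1 function.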
uPA generation: qHTS for Inhibitors of Cell Surface uPA Generation; cell surface uPA generation assay, qHTS; Potency, µM (series often up to 38.3 µM), for inactives: top-dose activity change, negative = inhibition, usual class: inhibitors; actives 0.31% (n = 330,000); active = well fitted inhibition curve with a large enough effect; inconclusive = small, poorly fitted or top-dose-only effect; inactive = no such curve, though single readings can be large or run the other way; tested in mouse RAW 264.7 cells; note: potency is the fitted concentration of half-maximal effect; % is set by controls: 0 for no effect and ±100 for the full control effect; nearly all actives have a fitted effect of over 55% in size
Mito fusion yeast: qHTS Assay for Small Molecule Inhibitors of Mitochondrial Division or Activators of Mitochondrial Fusion. S. cerevisiae fusion-defective mutant growth rescue, CellTiterGlo 48 h. Potency, µM (doses to about 46.1 µM), without a hit: top-dose growth rescue (activation), most hits filed as activators. actives 0.23% (n = 320,000). AID 485298, 2010;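 note: potency is the fitted concentration of half-maximal effect; % of control where 0% means no effect; nearly all actives have a fitted effect of over 45% in size; temperature-sensitive fusion mutants such as fzo1-1 at 37 °C on non-fermentable ethanol glycerol medium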
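Luminescent cell viability in 1536-well qHTS format served as the measure of rescued growth in ts fusion-mutant S. cerevisiae cultured on non-fermentable YPEG for 48 hours at 37C.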
B2AR arrestin: qHTS assay of beta-arrestin-biased ligands of beta2-adrenergic receptor | beta-arrestin recruitment to beta2AR, cell-based reporter | Potency, µM (doses to about 46.1 µM), inactives show top-dose activation, hits mostly activators | actives 0.02% (n = 330,000) | AID 492947, 2010;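 note: potency is the fitted concentration of half-maximal effect; 0% = DMSO controls and full agonism = EC100 isoproterenol or metaproterenol; nearly all actives have a fitted effect of over 65% in size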
TCR act: Activators of T cell receptors: qHTS campaign. primary human leukocytes, anti-CD3, IL-2 HTRF, 48 h. Potency, µM (top dose mostly 9.22 µM), inactives show at the top dose activation of IL-2 secretion, actives largely listed as activators. 330,000 tested, under 10 active. AID 504894, 2011; note: % of control where 0% means no effect
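IL-2 release read by HTRF sandwich (Eu cryptate donor, d2 acceptor, 665 nm emission) after 48 hr exposure of primary human leukocytes to compound together with anti-CD3 beads in the absence of co-stimulatory signals.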
Eya2 phos inh: qHTS Assay for Inhibitors of the Phosphatase Activity of Eya2 | actives 0.006% (n = 330,000) | Protein phosphatase EYA2 (Homo sapiens), O00167 | recombinant Eya2, OMFP fluorescence dephosphorylation (OMFP is methylfluorescein phosphate) | Potency, µM (titrated, usually from 76.9 µM), for the others: top-dose activity, negative = inhibition, actives largely listed as inhibitors; note: potency is the fitted concentration of half-maximal effect; % is set by controls: 0 for no effect and ±100 for the full control effect
Target sequence (O00167 whole entry, looked up): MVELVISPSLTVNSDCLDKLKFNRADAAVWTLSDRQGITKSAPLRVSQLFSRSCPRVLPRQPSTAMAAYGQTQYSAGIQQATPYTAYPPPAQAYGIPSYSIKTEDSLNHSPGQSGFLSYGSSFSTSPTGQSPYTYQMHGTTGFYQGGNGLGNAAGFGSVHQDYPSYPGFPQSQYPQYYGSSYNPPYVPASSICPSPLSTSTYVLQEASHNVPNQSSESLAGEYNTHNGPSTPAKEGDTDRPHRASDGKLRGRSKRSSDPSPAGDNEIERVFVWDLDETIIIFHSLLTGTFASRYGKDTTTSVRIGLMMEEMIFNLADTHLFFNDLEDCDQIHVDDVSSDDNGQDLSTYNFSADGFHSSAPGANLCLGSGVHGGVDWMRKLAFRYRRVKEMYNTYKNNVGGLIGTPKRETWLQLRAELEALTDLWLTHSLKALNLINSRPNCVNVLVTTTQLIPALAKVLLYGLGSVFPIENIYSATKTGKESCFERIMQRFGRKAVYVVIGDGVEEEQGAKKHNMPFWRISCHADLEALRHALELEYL
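Eya2 protein (added as 0.2 uM solution) was preincubated with compound for 10 min at ambient temperature in 50 mM HEPES pH 7.5, 50 mM NaCl, 5 uM MgCl2, 0.05% BSA, 1 mM DTT. OMFP (added at 50 uM) then reacted 10 min; fluorescence read at 485/525 nm.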
Chronic BCR inh: qHTS Assay to Find Inhibitors of Chronic Active B-Cell Receptor Signaling; ABC-DLBCL IkBa-CBG/CBR reporter, luminescence ratio, 4 h; Potency, µM (titrated, usually from 46.1 µM), for the others: at the top dose ratio change, negative = lower green/red ratio, hits mostly inhibitors; actives 0.05% (n = 340,000); AID 493014, 2011; active = well fitted inhibition curve with a large enough effect in the signal ratio, with a control signal flat, not every such curve was filed as active; inconclusive = small, poorly fitted or top-dose-only effect, or effect the other way, or a change in a side signal; the % refers to the signal ratio;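 note: potency is the fitted concentration of half-maximal effect; plate controls were basal doxycycline-induced cells for no effect and cells given 10 µM MG132 for full effect; MG132 reads +100%, hits lower the ratio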
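Cell line TMD8 (human ABC DLBCL), stably expressing tet-inducible CBG68-IkBa fusion and CBR; IMDM/0.5% FBS; cpd up to 46 uM; dox induction, 4 h, 37C/5% CO2; dual luminescence; green/red ratio; MG132 control.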
USP2a inh: qHTS Assay for Inhibitors of Ubiquitin-specific Protease USP2a Using CHOP2 as the Reporter. USP2 core, Ub-CHOP2 coupled fluorogenic reporter, 485/531. Potency, µM (top dose mostly 38.3 µM), for the others: at the highest dose activity change, negative = inhibition, actives largely listed as inhibitors. actives 0.01% (n = 330,000). Ubiquitin carboxyl-terminal hydrolase 2 (Homo sapiens), O75604;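 note: potency is the fitted concentration of half-maximal effect; plate controls were DMSO wells for no effect and full inhibition by NEM control for full effect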
Target sequence (O75604 whole entry, looked up): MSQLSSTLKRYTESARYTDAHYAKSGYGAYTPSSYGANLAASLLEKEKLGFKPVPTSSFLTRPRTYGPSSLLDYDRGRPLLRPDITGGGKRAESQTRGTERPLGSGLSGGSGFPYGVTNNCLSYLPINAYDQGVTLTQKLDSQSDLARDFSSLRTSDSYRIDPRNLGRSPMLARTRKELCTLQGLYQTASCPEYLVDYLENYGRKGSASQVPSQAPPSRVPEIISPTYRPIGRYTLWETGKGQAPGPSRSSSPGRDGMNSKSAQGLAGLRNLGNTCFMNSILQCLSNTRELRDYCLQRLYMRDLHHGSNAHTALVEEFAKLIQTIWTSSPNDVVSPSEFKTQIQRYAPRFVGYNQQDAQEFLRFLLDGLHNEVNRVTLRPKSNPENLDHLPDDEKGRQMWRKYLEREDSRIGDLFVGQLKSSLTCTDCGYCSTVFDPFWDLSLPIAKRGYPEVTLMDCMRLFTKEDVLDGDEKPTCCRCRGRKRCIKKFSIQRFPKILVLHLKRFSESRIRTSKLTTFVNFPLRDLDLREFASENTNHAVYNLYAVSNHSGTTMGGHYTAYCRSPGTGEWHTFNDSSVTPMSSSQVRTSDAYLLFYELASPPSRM
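Cell-free coupled assay: 10nM USP2 core preincubated 30min RT with compound in Tris-HCl pH 8.0/CaCl2/CHAPS buffer, then 25nM Ub-CHOP2 and 25nM reporter substrate; fluorescence (Ex 485/Em 531) read after 60min RT, normalized to NEM inhibition, concentration-response curves fitted.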
TSHR antagonist: Antagonists of the Thyroid Stimulating Hormone Receptor: HTS campaign | Thyrotropin receptor (Homo sapiens), P16473 | activity change, negative = inhibition, % at 11.5 µM | TSHR-expressing cells, TSH-stimulated cAMP HTRF, 2 h; stronger effect = lower value | actives 0.2% (n = 330,000);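 active = activity change below a set negative limit, meaning inhibition stronger than a set level, cut at about -70% in these data; inconclusive = activity change between two set negative limits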; note: % is set by controls: 0 for no effect and ±100 for the full control effect
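Competitive HTRF cAMP read-out (cryptate anti-cAMP antibody, cAMP-d2; 30 min, room temperature) in freshly harvested TSHR cells. Compounds added before TSH at EC80 (4nM final), followed by 2 hours' incubation at 37 deg C.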
PTAP TSG101 blk: qHTS Assay for Iinhibitors of HIV-1 Budding by Blocking the Interaction of PTAP/TSG101; Tumor susceptibility gene 101 protein (Homo sapiens), Q99816; Fluorescence polarization, FITC-PTAP peptide / Tsg101 binding; Potency, µM (highest dose often 115 µM), for inactives: at the top dose activity change, negative = inhibition, actives largely listed as inhibitors; 340,000 tested, under 10 active; AID 493005, 2010; active = well fitted inhibition curve with a large enough effect in the main read-out, with a control signal flat, not every such curve was filed as active; inconclusive = small, poorly fitted or top-dose-only effect, or effect the other way, or a change in a side signal; inactive = no such curve, though single readings can be large or run the other way; note: potency is the fitted concentration of half-maximal effect; % of control where 0% means no effect
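Steps: Tsg101 binding domain dispensed (10 uM final), compounds pinned in DMSO, FITC-labeled PTAP-motif peptide added (50 nM final); after 20 min binding at room temperature, polarization measured.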
* marks the source's active call; other numbers are inactive results; ? = inconclusive; nt = not tested or not shown; [ ] = dose if it differs, or a comment. Unless noted, calls come from the whole dose curve; as a rule, active = well fitted curve in the direction sought with a large enough effect; inconclusive = small, poorly fitted or top-dose-only effect, or another doubt; inactive = no such curve, though single readings can be large; an effect the other way counts as inactive or inconclusive.

SMILES	Tb PFK inh	ELG1 DNA repair	uPA generation	Mito fusion yeast	B2AR arrestin	TCR act	Eya2 phos inh	Chronic BCR inh	USP2a inh	TSHR antagonist	PTAP TSG101 blk
CC(=O)c1nc(N2C(=O)CC(Cc3ccccc3)C2=O)sc1C (stereo unspecified)	0%	-14%	1%	5%	-0.2%	-21%[46.1 µM]	-1%	5%	1%	-14	1%
COc1ccccc1-c1nc(SCC(=O)O)n[nH]1	4%	10%	2%	-3%	-0.3%	-7%	1%	-4%	5%	10	-6%
O=C(O)/C=C/c1cn(Cc2ccccc2)nc1-c1ccc(Cl)cc1	-1%	12%	-5%	4%	0.1%	-11%	17%	4%	8%	-12	0%
O=C(Nc1ccc(Cl)c(Cl)c1)Nc1cc(S(=O)(=O)N2CCOCC2)ccc1N1CCCC1	-6%	?	-5%	-2%	0.4%	2%[46.1 µM]	-3%	7%	-11%	-10	0%
COc1ccc(-c2ccc(C#N)c(SCC(=O)NCc3ccco3)n2)cc1OC	?	?	-6%	-1%	0.0%	-2%	13%	?	-4%	11	0%
O=C(c1cnn2c(C(F)F)cc(-c3ccccc3)nc12)N1CCCCC1c1cccnc1 (stereo unspecified)	1%	-29%	0%	-1%	-0.9%	-18%	7%	?	0%	3	-2%
CNc1nc(N2CCc3ccccc32)ncc1F	-3%	?	-21%	15%	0.3%	-3%	-9%	?	0%	1	-5%
COc1cc2c(C#N)c(N3CCCCC3)nc(N)c2c(N)n1	3%	?	-10%	-8%	-0.4%	-1%	9%	?	-23%	-16	-3%
Cc1ccc(S(=O)(=O)N(C)C)cc1NC(=O)COC(=O)C1(c2ccccc2)CC1	19%	-2%	11%	-5%	-0.2%	2%	-6%	-5%	1%	-2	-2%
Cc1cc(C)n(C/C=C/Cn2nc(C)cc2C)n1	14%	3%	10%	-6%	0.1%	nt	-14%	4%	2%	-3	nt
COc1ccc(/C=C2/SC(=O)N(CCC(=O)Nc3ccccc3C(=O)O)C2=S)cc1	1%	4%	1%	-3%	0.1%	-2%	5%	?	-1%	-24	nt
O=C(/C=C/c1ccccc1)Nc1cccnc1Cl	-5%	?	-7%	-2%	-0.4%	-21%	1%	?	1%	8	0%
N#Cc1cccc(NC(=O)COC(=O)Cn2nc(-c3ccccc3)oc2=O)c1	-8%	8%	6%	-2%	0.0%	-4%	1%	0%	1%	-13	0%
O=C(c1ccco1)N(CCC(c1ccccc1)c1ccco1)Cc1ccco1 (stereo unspecified)	?	?	-1%	?	-0.8%	4%	-9%	5%	?	25	-14%
Cc1cccc2c(=O)c(C(=O)N3CCCCCC3)c[nH]c12	4%	?	1%	4%	-0.4%	-7%	-2%	?	0%	56	-5%
O=C(Nc1ccccc1)c1ccc(N2CCN(c3ccccc3)CC2)c(S(=O)(=O)N2CCOCC2)c1	4%	?	5%	27%	-0.8%	-2%	10%	-2%	4%	-11	-1%
O=C(CS(=O)CC(=O)N(CC(=O)NC1CCCC1)c1ccccc1F)Nc1ccc(F)cc1 (stereo unspecified)	3%	-1%	-15%	2%	-0.1%	7%	1%	-7%	-1%	-5	-3%
COc1cccc(C2=CC(c3ccccc3)n3nnnc3N2)c1 (stereo unspecified)	-1%	3%	?	-4%	-0.5%	0%	-15%	10%	0%	-17	-1%
Cc1ccnc(SCc2cn3c(C)cc(C)nc3n2)n1	-2%	13%	15%	1%	-0.7%	-10%	9%	-3%	2%	-3	-2%
CC(=O)OC(C(=O)NC1CCCCC1)c1cccc(F)c1 (stereo unspecified)	-3%	10%	4%	-2%	-0.5%	8%	-8%	?	1%	-7	-1%
CCOC(=O)[C@@H]1[C@H]2COc3cc(OC)ccc3[C@@H]2N2C(=O)N(c3ccc(F)cc3)C(=O)[C@]12C	-4%	1%	20%	0%	-0.1%	11%	-2%	-6%	-1%	3	-4%
COC(=O)C1CCN(Cc2cc(=O)oc3cc(C)c(Cl)cc23)CC1	1%	11%	-3%	-5%	0.5%	9%	16%	0%	0%	-4	-4%
COc1ccc(OCc2cc(C(=O)N[C@H]3CCCCNC3=O)no2)c(Cl)c1	-1%	?	-1%	2%	-0.3%	-9%	1%	?	-1%	8	0%
CC12C(=O)N(n3cnnc3)C(=O)C1C1C=CC2C1 (stereo unspecified)	-1%	24%	nt	-2%	-0.1%	0%	-21%	-9%	2%	9	-7%
CC1CN(C(=O)c2cc3cc(Cl)cc(Cl)c3oc2=O)CC(C)O1 (stereo unspecified)	3%	12%	-5%	-3%	-0.1%	2%[46.1 µM]	-1%	0%	0%	5	-4%

(next part)
SMILES	Tb PFK inh	ELG1 DNA repair	uPA generation	Mito fusion yeast	B2AR arrestin	TCR act	Eya2 phos inh	Chronic BCR inh	USP2a inh	TSHR antagonist	PTAP TSG101 blk
COc1cccc(OCC(=O)Nc2c3c(nn2-c2ccc(F)cc2)CS(=O)(=O)C3)c1	-1%	-7%	5%	1%	12%	4%	-1%	-1%	3%	-3	nt
COc1ccccc1CNC(=O)COC(=O)c1ccc(-n2cnnn2)cc1	1%	12%	-2%	0%	-0.1%	-2%	-14%	3%	0%	8	2%
CC(O)c1cccc(-c2ccc(CN3C[C@]4(CO)O[C@@H](CO)C[C@@H]4S3(=O)=O)cc2)c1 (stereo partly specified)	-2%	-17%	-5%	nt	-0.5%	-2%[46.1 µM]	8%	?	0%	19	-1%
Cc1nc(C(=O)NCC(=O)c2ccc(Cl)cc2)c(C(F)(F)F)o1	2%	-29%	-4%	-1%	-0.9%	-5%	-28%	-1%	1%	3	0%
O=C(CSc1ccsc1[N+](=O)[O-])NC1CCCC1	-22%	-7%	-9%	-1%	-0.5%	-1%	8%	8%	1%	6	-3%
Cc1cc(/C=C2/NC(=O)N(c3ccccc3)C2=O)c(C)n1-c1cccnc1	0%	?	-2%	-1%	-0.4%	0%[46.1 µM]	6%	-1%	-1%	-8	-1%
CCOC(=O)CC1C(=O)NCCN1C(=O)c1cc2c(=O)n3cccc(C)c3nc2s1 (stereo unspecified)	1%	-1%	8%	2%	-0.3%	1%	5%	9%	2%	20	-1%
COc1ccc(-c2cc(=O)c3cc(F)ccc3[nH]2)cc1	1%	?	-2%	-1%	-2.8%	-2%	-1%	2%	0%	-3	-3%
Cn1c(N/N=C2\CCCc3ccccc32)nc2c1c(=O)n(Cc1ccc(F)cc1)c(=O)n2C	-4%	-23%	-6%	0%	0.1%	2%	-14%	10%	3%	2	0%
O=C(CSc1ncccn1)NC(=O)c1ccccc1	6%	9%	5%	20%	-0.2%	-3%	-6%	1%	-4%	29	-3%
O=C(O)CSCCc1ccccn1	2%	16%	4%	2%	-0.3%	-1%	-2%	0%	-1%	0	0%

Full records, quoted from the list.
Entry for Cc1cc(/C=C2/NC(=O)N(c3ccccc3)C2=O)c(C)n1-c1cccnc1 : Tb PFK inh = 0%; ELG1 DNA repair = ?; uPA generation = -2%; Mito fusion yeast = -1%; B2AR arrestin = -0.4%; TCR act = 0%[46.1 µM]; Eya2 phos inh = 6%; Chronic BCR inh = -1%; USP2a inh = -1%; TSHR antagonist = -8; PTAP TSG101 blk = -1%
Entry for O=C(CSc1ncccn1)NC(=O)c1ccccc1 : Tb PFK inh = 6%; ELG1 DNA repair = 9%; uPA generation = 5%; Mito fusion yeast = 20%; B2AR arrestin = -0.2%; TCR act = -3%; Eya2 phos inh = -6%; Chronic BCR inh = 1%; USP2a inh = -4%; TSHR antagonist = 29; PTAP TSG101 blk = -3%

Hits appear at their usual frequency (roughly 3% active in at least one column).
